PLCg1 inh: PLC-gamma1 enzyme inhibitors, primary screen, biochemical, fluorescence, purified enzyme; 1-phosphatidylinositol 4,5-bisphosphate phosphodiesterase gamma-1 (Homo sapiens), P19174; fluorogenic substrate; inhibition, % at 12.2 µM; 370,000 compounds, 0.84% hits; in the data active = inhibition above about 9.5%
Tn7 DDE FP: inhibitors of Tn7 peptide binding to fibrin DD(E), primary screen, biochemical, fluorescence polarization, human fibrin, Tn7 probe | 370,000 compounds, 0.13% hits | FP displacement of FITC-Tn7 peptide from fibrin DD(E); 0% = median of compound wells per plate | Fibrinogen beta chain (Homo sapiens), P02675 | inhibition, % at 8.3 µM;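 active = inhibition above the mean of compounds falling within the control limits plus 3 SD of them, cut at about 14% in these data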;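 also: 0% = plate median of compound wells and 100% = 10 µM Aha-Tn7 peptide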
Target sequence (P02675 whole entry, looked up): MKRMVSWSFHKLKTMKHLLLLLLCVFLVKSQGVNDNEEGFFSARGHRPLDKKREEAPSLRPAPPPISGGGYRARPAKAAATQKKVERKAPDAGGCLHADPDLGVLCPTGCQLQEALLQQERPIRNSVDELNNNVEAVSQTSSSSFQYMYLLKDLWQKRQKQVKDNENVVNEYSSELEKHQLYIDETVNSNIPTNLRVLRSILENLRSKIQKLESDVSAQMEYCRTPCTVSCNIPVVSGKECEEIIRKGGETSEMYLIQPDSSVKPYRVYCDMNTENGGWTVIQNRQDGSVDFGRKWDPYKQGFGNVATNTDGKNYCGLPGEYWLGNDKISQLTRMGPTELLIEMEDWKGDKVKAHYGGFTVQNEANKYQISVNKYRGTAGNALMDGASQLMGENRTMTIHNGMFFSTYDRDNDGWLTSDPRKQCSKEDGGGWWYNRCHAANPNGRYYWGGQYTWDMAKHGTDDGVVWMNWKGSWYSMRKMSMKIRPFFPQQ
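Assay system: Fibrin-DD(E) protein isolated from polymerized human fibrin clots; read-out basis: percent inhibition; medium: Tris/NaCl/CaCl2 buffer, pH 7.8; signal: FP measurement; incubation: 10 min plus 3 h, room temperature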
TDP2 inh: human TDP2 enzyme inhibitors, primary screen, biochemical, epi absorbance, recombinant enzyme. Tyrosyl-DNA phosphodiesterase 2 (Homo sapiens), O95551. T5PNP hydrolysis, p-nitrophenol absorbance 415 nm. inhibition, % at 12.8 µM. 370,000 compounds, 0.34% hits;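 active = inhibition above the mean of all tested compounds plus 3 SD, set per campaign, cut at about 25% in these data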;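 also: 0% = DMSO with enzyme and 100% = buffer with substrate but no TDP2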
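Test system: human TDP2 enzyme; Input: 120 nM TDP2 per well; Buffer or medium: Mg2+-containing Tris-HCl buffer, pH 7.5; Reagent: 5 mM T5PNP; Dosing: 12.8 µM single point, 1% DMSO; Incubation: reaction 2 h, 37 °C; Detection: p-Nitrophenol epi absorbance; Read-out: % inhibition relative to enzyme-containing and enzyme-free wells; Replicates: single well per compound.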
DDE Tn6 FP inh: inhibitors of Tn6 peptide binding to fibrin DD(E), primary screen, biochemical, fluorescence polarization, human fibrin, Tn6 probe; Fibrinogen beta chain (Homo sapiens), P02675; Fibrin DD(E) TRITC-Tn6 fluorescence polarization displacement; inhibition, % at 8.3 µM; 370,000 compounds, 0.21% hits; AID 720509, 2013;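 active = inhibition above a per-campaign cutoff: mean of compounds within control limits plus 3 SD, cut at about 15% in these data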;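 also: 0% = median of all compound wells on the plate and 100% = blocking peptide control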
ADAM10 inh: human ADAM10 inhibitors, primary screen, biochemical, QFRET, HTS; Disintegrin and metalloproteinase domain-containing protein 10 (Homo sapiens), O14672; recombinant ADAM10, EDANS/DABCYL FRET peptide cleavage, 3 h; inhibition, % at 7 µM; 370,000 compounds, 0.62% hits;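 active = inhibition above a per-campaign cutoff equal to the mean of compounds falling between control-based bounds plus 3 SD, cut at about 20% in these data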;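 also: 0% = DMSO wells while the 100% control is not disclosed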
ADAM17 inh: ADAM17 inhibitors, primary screen, biochemical, QFRET | recombinant ADAM17, EDANS/DABCYL FRET peptide cleavage | inhibition, % at 6.95 µM | 370,000 compounds, 0.83% hits | AID 720648, 2013;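 active = inhibition above the mean of compounds lying between control limits plus 3 SD, set per campaign, cut at about 8.5% in these data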;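 also: 0% = DMSO-only wells as the low control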
ASAP1 GAP inh: inhibitors of human ASAP1 ArfGAP activity, primary screen, biochemical, fluorescence polarization; Arf-GAP with SH3 domain, ANK repeat and PH domain-containing protein 1 (Homo sapiens), …; ASAP1-stimulated ARF1 GTP hydrolysis, GDP FP detection; inhibition, % at 16.5 µM; 360,000 compounds, 0.19% hits; AID 624377, 2012; in the data active = inhibition above about 25%;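 also: 0% = vehicle with enzyme and substrate and 100% = no enzyme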
ARFGAP1 inh: inhibitors of rat ARFGAP1 GAP activity, primary screen, biochemical, fluorescence polarization, GDP tracer. Arfgap1-stimulated ARF1 GTP hydrolysis, GDP FP detection. inhibition, % at 16.5 µM. 360,000 compounds, 0.26% hits;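 active = inhibition above a per-plate limit, mean inhibition of low control wells plus 3 SD, cut at about 25% in these data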;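 also: 0% = DMSO wells with enzyme and 100% = wells lacking Arfgap1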
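system = rat Arfgap1 catalytic domain, aa 1-136 | technique = FP, GDP Alexa 633 tracer displaced from anti-GDP antibody, 620/688 nm | compound = one concentration, 16.5 µM, DMSO 1.26% | medium = HEPES-based buffer, pH 7.5 | timing = compound-enzyme preincubation 20 min, reaction 120 min, detection 60 min, 25 °C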
proKLK7 act: proKLK7 zymogen activators, primary screen, biochemical, fluorescence intensity; Kallikrein-7 (Homo sapiens), P49862; purified proKLK7, EDANS-DABCYL substrate fluorescence; 100% is mature enzyme control, 0% vehicle; activation, % at 7 µM; 370,000 compounds, 0.9% hits; AID 652039, 2013;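 active = activation above the mean of all tested compounds plus 3 SD, computed per campaign excluding outliers beyond control limits, cut at about 13% in these data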
LEDGF integ inh: blockers of LEDGF/p75-dependent integrase strand transfer – biochemical, TR-FRET, high throughput, primary screen. 370,000 compounds, 0.64% hits. TR-FRET IN-LEDGF/p75 DNA integration, Eu/Cy5. inhibition, % at 3.7 µM. AID 743269, 2014;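 active = inhibition above the screen-wide mean plus 3 SD, cut at about 13% in these data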;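 also: signal is the Cy5 over europium emission ratio at 671 and 618 nm; 0% = plate median of compound wells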
The depositor's hits bear a star.

SMILES	PLCg1 inh	Tn7 DDE FP	TDP2 inh	DDE Tn6 FP inh	ADAM10 inh	ADAM17 inh	ASAP1 GAP inh	ARFGAP1 inh	proKLK7 act	LEDGF integ inh
O=C(CCN1CCN(CCO)CC1)N1c2ccccc2Sc2ccc(C(F)(F)F)cc21	2	-4	1	-2	-10	-6	-3	7	0.0	-2

Not all compounds are listed; count on the stated rates, not on these rows.
